# Growth percent in the NCI-60 one-dose screen (48 h, 10 µM unless noted): 100 = growth as untreated, 0 = no growth, -100 = all killed.
# U251: U251 CNS tumor cells; 80,000 tested, 5.4% active; AID 1794753
# CAKI-1: CAKI-1 renal cancer | 75,000 tested, 4.7% active
# SN12C: SN12C renal cancer cells; 81,000 tested, 3.8% active; AID 1794767
# 786-0: 786-0 renal cancer cells. 81,000 tested, 5.1% active. AID 1794775
# SF-268: SF-268 CNS cancer cells | 82,000 tested, 3.1% active | AID 1794759
# UO-31: UO-31 renal cancer | AID 1794768 | 81,000 tested, 5.2% active
# TK-10: TK-10 renal cancer cells | 81,000 tested, 3.9% active | AID 1794769
# SF-295: SF-295 CNS cancer cells | 79,000 tested, 5.6% active | AID 1794758
# The depositor's hits bear a star; nt = not tested or not shown; & = joins results of further samples; [ ] = dose if it differs, or a comment. The calls were made as follows: active = growth percent below 10; inactive = the rest.
SMILES,U251,CAKI-1,SN12C,786-0,SF-268,UO-31,TK-10,SF-295
O=c1scc(-c2ccc(Br)cc2)s1,101,106,91,98,116,90,93,106
CC(=O)Nc1ccc(C(=O)/C=C/c2ccc(N(C)CCO)cc2)c(O)c1,98,101,93,108,105,71,114,97
Fc1ccc(N2CC(Cn3c(C(F)(F)F)cc4c(Cl)ncnc43)C2)c(F)c1,-27*,72,-29*,79,-42*,-92*,104,88
Cc1ccc(/C=C2/C(=O)N(C)c3ccc(Br)cc32)s1,97,60,92,99,100,47,122,100
Clc1ncnc2[nH]ccc12,100,111,105,107,106,93,109,117
COc1c(N2CC3CCCN(C(C)=O)C3C2)c(F)cc2c(=O)c(C(=O)N[C@H]3C(O)[C@@H](O)C(CO)O[C@H]3O)cn(C3CC3)c12 (stereo not given in full),102,101,99,101,92,92,105,103
O=[N+]([O-])c1ccc(-n2[nH]nnc2=S)cc1,108,96,94,106,98,80,116,95
CCOC(=O)c1c(-c2ccc(Cl)cc2)c(C#N)c(=O)n(Cc2nc3ccccc3[nH]2)c1N,100,72,100,100,95,65,159,108
C[N+](C)(C)CCOC(=O)c1cccc(OCc2ccccc2)c1,97,97,95,96,99,88,100,92
COc1cc(C2CC(c3cc(OC)c(OC)c(OC)c3)=Nc3c(N)nc(N)nc3N2)ccc1Oc1nc(Nc2ccc(F)cc2)nc(N(C)C)n1 (stereo not given),56,52,78,37,63,40,100,61
CCOC(=O)C(Cc1cc(N)c(Oc2ccc(OC)cc2)c(N)c1)NC(C)=O (stereo not given),97&101,111&100,88,107,102&100,85&85,96&108,106
O=C(OCCN1C(=O)C2C3C=CC(C3)C2C1=O)C1C2C=CC(C2)C1C(=O)OCCN1C(=O)C2C3C=CC(C3)C2C1=O (stereo not given),107,93,100,112,108,79,123,107
COC(=O)c1nc(-c2ccccc2)oc1S(=O)(=O)n1nc(C)cc1N,101,nt,58,81,83,51,73,95
COc1ccc(-c2nc(SCC(C)C)nc(N3CCOCC3)c2C#N)cc1,94,nt,96,90,97,87,97,95
CN(C)CCOC(=O)Oc1c(Cl)cc(Cl)c(Cl)c1[N+](=O)[O-],95,101,nt,103,103,85,89,100
Cc1cc(C)c([N+](=O)[O-])cc1[N+](=O)[O-],117,103,110,103,114,93,110,103
Cc1ccc(Nc2cc(=O)[nH]c(N)n2)cc1,101,nt,106,93,99,81,103,113
COc1cc(/C=C2\SC(=S)NC2=O)ccc1O,74,78,81,90,76,52,81,82
COC(=O)c1cc2oc(/C=C3/SC(=S)N(N)C3=O)cc2n1Cc1ccccc1,45,60,64,nt,46,-22*,-4.6*,68
Clc1ccc(-c2nc3ccccc3s2)c(Cl)c1,94,79,94,107,92,68,149,101
CCCN(CCC)OS(=O)c1ccc(C(=O)SCC)cc1 (stereo not given),90,88,103,99,102,89,98,101
CCCCC1C(=O)N=C2C=CC=CN2C1=O (stereo not given),96,94,106,99,98,90,96,98
O=C1NC(=Nc2ccc(S(=O)(=O)Nc3ncccn3)cc2)S/C1=C\c1coc2ccccc2c1=O,103,100,100,100,119,110,115,nt
O=C(NCc1ccco1)Nc1cccc2ccccc12,111,107,96,107,107,79,108,110
CSc1nc(Cl)cc(=O)[nH]1,107,83,95,104,97,86,97,103
# Other compounds:
SMILES,U251,CAKI-1,SN12C,786-0,SF-268,UO-31,TK-10,SF-295
N#CN1c2ccccc2C=CC1O (stereo not given),89,88,86,95,88,83,93,98
CSC1=NCCCN1,97,nt,102,98,101,nt,105,nt
C=C1CCC2C3(C)COC(c4ccccc4)OC3CCC2(C)C1CC(Sc1ccccc1)C1=CCOC1=O (stereo not given),18,78,26,52,83,46,106,63
Cc1cnc(SCc2ccc(Cl)cc2)nc1N(Cc1ccccc1)Cc1ccccc1,111,81,119,107,93,72,109,106
COc1ccccc1/C=C1\NC(=S)N(/C=C2\C(=O)Oc3ccccc3C2=O)C1=O,99,101,98,99,92,93,111,103
CCCCCC1(C(OC)OC)NC(=O)N(C)C1=O (stereo not given),98,97,104,99,95,85,89,106
COc1ccc(-c2cc(-c3cc(C(=O)c4ccccc4)n4ccc(C)cc34)nc(N)c2C#N)cc1,45,70,70,14,41,65,92,45
N#CCCn1ccc2ccccc21,104,97,107,107,104,83,117,108
N#Cc1c(N2CCNCC2)nc2sc3cccc(Cl)c3n2c1=N,97,82,102,nt,108,62,127,113
NS(=O)(=O)c1ccc(-n2cc(-c3cccc(NC(=O)c4cccc(OC(F)(F)F)c4)c3)nn2)cc1,103,103,95,104,101,88,140,99
Cc1[nH]c2ccccc2c1CCNC(=O)c1ccc(-c2cnc[nH]2)cc1,98,93,93,102,99,82,103,95
Nc1c(O)c(S(=O)(=O)O)c(O)c2c1C(=O)c1ccccc1C2=O,20,14,28,60,46,12,22,13
COc1cc(C(=O)Nc2ccc(S(=O)(=O)c3ccc(NC(=O)c4cc(OC)c(OCc5ccccc5)cc4N)cc3)cc2)c(N)cc1OCc1ccccc1,103,nt,101,100,119,71,124,95
O=C(Nc1cccc(F)c1)Nc1nccnc1OCc1ccc(F)cc1,99,91,89,95,102,78,146,95
NS(=O)(=O)c1ncnc2nc[nH]c12,130,103,99,83,104,94,108,101
COc1ccc(-c2csc(NC(=O)c3cc(O)c(O)c(O)c3)n2)cc1,46,39,65,64,54,30,nt,73
CC1=CC(=O)/C(=C/N2CCNC2=S)C(=O)O1,103,99,109,100,102,91,105,107
CCN(CC)c1cccc(OC(=O)Nc2cccc(C(F)(F)F)c2)c1,nt,105,91,96,110,86,138,102
C=C1C(=O)O[C@H]2[C@H]1CC/C(COC(=O)CCC(=O)NCCCNC(=O)CCC(=O)OC/C1=C/CC[C@@]3(C)O[C@H]3[C@H]3OC(=O)C(=C)[C@@H]3CC1)=C\CC[C@@]1(C)O[C@@H]21,95,nt,97,101,103,95,104,97
O=C(O)c1ccc(-n2cnc3ccccc3c2=O)cc1,94,108,93,99,99,80,103,97
O=C1CSCC(=O)O1,103,108,106,106,106,97,118,100
Cc1cc(C)c(C#N)c(Sc2nc(C)c([N+](=O)[O-])c(C)c2C#N)n1,nt,1.0*,47,103,82,39,75,84
C=C1CC[C@@H]2[C@](C)(CO)[C@H](O)CC[C@@]2(C)[C@@H]1C/C(O)=C1\CCOC1=O,88,101,87,111,99,99,114,103
ClC(Cn1ncc2c(Nc3cccc(Br)c3)nc(SCCN3CCOCC3)nc21)c1ccc(Br)cc1 (stereo not given),-4.4*,-28*,26,-66*,45,-66*,41,-71*
COc1ccc(CN2CCc3c(nc(N)[nH]c3=O)C2)c(OC)c1,98[100 µM],105[100 µM],95[100 µM],107[100 µM],103[100 µM],85[100 µM],105[100 µM],93[100 µM]

# Some of these compounds in order of molar mass, high to low.
SMILES,U251,CAKI-1,SN12C,786-0,SF-268,UO-31,TK-10,SF-295
N#Cc1c(N2CCNCC2)nc2sc3cccc(Cl)c3n2c1=N,97,82,102,nt,108,62,127,113
Nc1c(O)c(S(=O)(=O)O)c(O)c2c1C(=O)c1ccccc1C2=O,20,14,28,60,46,12,22,13
N#CN1c2ccccc2C=CC1O (stereo not given),89,88,86,95,88,83,93,98

# Fetched by structure from the list above:
SMILES,U251,CAKI-1,SN12C,786-0,SF-268,UO-31,TK-10,SF-295
Cc1cc(C)c(C#N)c(Sc2nc(C)c([N+](=O)[O-])c(C)c2C#N)n1,nt,1.0*,47,103,82,39,75,84
COc1ccccc1/C=C1\NC(=S)N(/C=C2\C(=O)Oc3ccccc3C2=O)C1=O,99,101,98,99,92,93,111,103
Cc1[nH]c2ccccc2c1CCNC(=O)c1ccc(-c2cnc[nH]2)cc1,98,93,93,102,99,82,103,95
C=C1CC[C@@H]2[C@](C)(CO)[C@H](O)CC[C@@]2(C)[C@@H]1C/C(O)=C1\CCOC1=O,88,101,87,111,99,99,114,103
COc1ccc(CN2CCc3c(nc(N)[nH]c3=O)C2)c(OC)c1,98[100 µM],105[100 µM],95[100 µM],107[100 µM],103[100 µM],85[100 µM],105[100 µM],93[100 µM]
O=C(Nc1cccc(F)c1)Nc1nccnc1OCc1ccc(F)cc1,99,91,89,95,102,78,146,95
COc1ccc(-c2csc(NC(=O)c3cc(O)c(O)c(O)c3)n2)cc1,46,39,65,64,54,30,nt,73

# Carrying on.
SMILES,U251,CAKI-1,SN12C,786-0,SF-268,UO-31,TK-10,SF-295
O=C1C=CC(=O)N1C1c2ccccc2-c2ccccc21,93,56,94,75,102,75,51,100
COc1ccc(C(=O)CC(Sc2ccccc2N)c2ccc(OC)cc2)cc1 (stereo not given),91&86,95&87,105&93,105&105,101&105,55&61,117&132,98&116
Nc1nnc2nc(CC(=O)c3ccccc3)c(CC(=O)c3ccccc3)nn12,104,136,104,109,109,88,150,119
CCOC(=O)CC1(O)CSc2nc(N)cc(=O)n21 (stereo not given),103,105,105,110,103,94,98,nt
O=C1/C(=C/c2ccco2)SC(=S)N1CC(=S)C1CCS(=O)(=O)C1 (stereo not given),103,90,112,109,99,86,112,107
CC(C)c1ccc(Cn2cc(CSc3nc4ccccc4s3)nn2)cc1,94,89,102,104,95,74,88,97
c1ccc2c(c1)oc1c3c(ccc12)NCCC3,91,97,87,90,96,66,135,118
COc1ccc(-c2nc(-c3ccc(C(F)(F)F)cc3)nc3[nH]c(-c4ccccc4)cc23)cc1,110,73,83,86,98,45,129,49
CC(C)C(=O)Nc1nc2c(s1)CCc1ccn(S(=O)(=O)c3ccccc3)c1-2,106,nt,102,93,90,64,93,96
CNC1=C(Cl)C(=O)c2ccccc2C1=O,103,107,95,109,100,82,128,93
COc1cc(-c2c(-c3ccccc3)c[nH]c2C(=O)NCCO)cc(OC)c1OC,101,85,104,101,103,90,112,102
[2H]C1([2H])CCN(C(=O)C2CC2)c2cc(NS(=O)(=O)c3ccc(-c4cccc(C(N)=O)c4)cc3)ccc21,30,72,44,82,52,78,64,20
CC(C)CCC[C@@H](C)[C@H]1CC[C@H]2[C@@H]3CC=C4c5sc(Nc6ccccc6F)nc5CC[C@]4(C)[C@H]3CC[C@]12C,105,89,100,110,101,86,104,101
Cc1nc(Nc2cccnc2)sc1C(=O)/C=C/c1ccc(F)cc1,13,46,5.8*,14,42,30,54,42
CC(C)(C)c1cc(NC(=O)Cc2ccc(Nc3ncnc4[nH]ccc34)cc2)no1,84,72,80,97,94,102,72,79
O=C1Nc2ccc(F)cc2/C1=C\c1ccc(OCc2ccccn2)cc1,58,67,96,83,70,73,96,98
CC(=O)OCC(=O)C1CCC2C3CCC4=CC(=O)CCC4(C)C3CCC12C (stereo not given),103,83,100,99,96,77,nt,nt
COc1ccc(NCc2nnc(-c3ccc(OC)cc3)o2)cc1,86,88,92,102,98,73,121,106
CC12CCC(C3NC(=S)NN=C31)C2(C)C (stereo not given),107,105,109,105,106,74,110,120
CC1Cc2c(ncn3c(-c4ccc(Cl)cc4)nnc23)N(C)c2ccccc21 (stereo not given),93,87,77,106,96,83,94,105
CCc1nc(N)nc(-c2nc(N)nc(CC)c2C)c1C,95,89,94,101,100,nt,90,96
O=S(=O)(NCCCNc1nccc(-c2c(-c3cccc(O)c3)nc3occn23)n1)c1ccc(F)cc1,95,72,75,92,85,92,116,101
N#CC1=C(N)Oc2cc(N)ccc2C1c1ccc(F)cc1 (stereo not given),83,63,90,87,82,80,85,72
COc1cc(C2CC(c3cc(C)ccc3C)=NN2c2ccc(S(=O)(=O)NC(=O)NCc3ccccc3)cc2)cc(OC)c1OC (stereo not given),37,77,69,87,69,49,84,46
S=C(Nc1ccc(Oc2ccc(NC(=S)NC3CCCCC3)cc2)cc1)NC1CCCCC1,84,58,76,78,91,49,103,42
# (next part)
SMILES,U251,CAKI-1,SN12C,786-0,SF-268,UO-31,TK-10,SF-295
COc1ccc2nc3cc(Cl)ccc3c(N3CCN(c4nccc(Oc5ccc(Cl)cc5)n4)CC3)c2c1,77,72,89,75,80,56,71,96
Oc1ccc(C2c3ccccc3Oc3ccccc32)c2cccnc12,11,0.1*,23,-18*,20,4.4*,39,13
OC(Cc1cnc2ccccc2c1)(c1ccccc1)c1ccccc1,104,106,98,86,98,60,112,112
CC1(C)C(=O)/C(=C\c2ccc(C(F)(F)F)cc2)C[C@]2(C)[C@H]3CC[C@@H]4[C@@H](C(=O)/C=C/c5ccc(C(F)(F)F)cc5)CC[C@@]4(C)[C@]3(C)CC[C@@H]12,96,82,100,110,92,88,126,103
COC1=C[C@]23CCCN2CCc2cc4c(cc2[C@@H]3[C@@H]1OC(=O)C(C)(C)O)OCO4,81,89,84,85,93,80,132,99
COc1ccc2c(c1)c(C1(c3cn(C)c4ccc(OC)cc34)C(=O)Nc3ccc(F)cc31)cn2C,62,34,87,98,59,40,112,56
COc1nc(OCCOC(=O)C(=O)c2c[nH]c3ccccc23)ccc1CNCCNC(C)=O,103,82,95,104,96,63,125,102
Cc1ccc(/C(=N/c2sc(-c3ccccc3)nc2-c2ccccc2)N2CCCC(C)C2)cc1 (stereo not given),109,108,100,104,105,105,103,103
COC(=O)c1ccccc1NC(=O)CCl,90,105,90,111,115,89,105,111
CN(C)N=Nc1ccccc1Cl,101,69,95,102,111,95,106,140
O=C(Nc1ccc2oc(=O)ccc2c1)c1ccc(-c2ccc(Br)cc2)o1,98,183,99,95,107,128,102,nt
CCOC(=O)/C(N=O)=C(/O)c1ccccc1,110,105,99,103,108,100,113,120
O=C1CC(c2ccccc2)Oc2cc(O)cc(O)c21 (stereo not given),89,nt,100,87,93,55,93,81
COc1ccc(N2C(=O)[C@@H](OC(C)=O)[C@H]2/C=C/c2ccccc2)cc1,99,97,97,99,100,91,99,113
CC(C)(C)C(=O)OCOP(=O)(OCOC(=O)C(C)(C)C)C1CCCN(OC(=O)c2ccccc2)C1=O (stereo not given),6.6*,nt,5.0*,18,36,11,12,57

# Random draw from the library; about 9.2% have a hit in one of these screens.
